# KB-V1 cytotox: KB-V1 MDR subline cytotoxicity | actives 3.4% (n = 400,000) | Potency, µM (series often up to 46.1 µM), for the others: at the highest dose activity change, negative = cytotoxicity, usual class: cytotoxic | KB-V1 MDR cells viability, CellTiter-Glo, 72 h; note: % is set by controls: 0 for no effect and ±100 for the full control effect; nearly all actives have a fitted effect of over 60% in size
#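 Cytotoxicity toward P-gp-expressing KB-V1 cells was determined as loss of CellTiter-Glo luminescence after 72 h at 37 degrees C. Compounds were tested in quantitative HTS format across a concentration range, with curves fitted to normalized data.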
# KB-3-1 tox: KB-3-1 parental cell cytotoxicity; KB-3-1 viability, CellTiter-Glo ATP luminescence, 72 h; Potency, µM (doses to about 46.1 µM), without a hit: at the highest dose activity change, negative = cytotoxic, most hits filed as cytotoxic; actives 1.4% (n = 400,000); AID 1347075; note: % is set by controls: 0 for no effect and ±100 for the full control effect; nearly all actives have a fitted effect of over 60% in size
#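 Cells are dispensed, compounds pinned in, plates held at 37 °C for 72 h, then CellTiter-Glo is added and luminescence read after 10 minutes. Cell line: parental KB-3-1 in phenol-red-free DMEM, 10% FBS.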
# SW480 rerep: induces DNA re-replication in SW480 colon adenocarcinoma cells. AID 624297. actives 1.8% (n = 340,000). Potency, µM (top dose mostly 46.1 µM), for inactives: top-dose re-replication activation, hits mostly activators. SW480 DNA re-replication, Hoechst DNA content imaging, 48 h; note: % of control where 0% means no effect; nearly all actives have a fitted effect of over 55% in size
#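 Readout is total intensity of Hoechst-stained nuclei, excited at 405 nm and collected at 500-530 nm. Compound treatment lasted 48 hr at 37 C in 5% CO2 before staining.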
# GLP-1R agonist: activates the human GLP-1 receptor | HEK293 GLP-1R CRE-luciferase, luminescence, 4-6 h; cells express a hypersensitive GLP-1R form | P43220 | Potency, µM (top dose mostly 45.6 µM), for inactives: at the top dose activation, usual class: activators | actives 0.007% (n = 380,000); note: % of control where 0% means no effect
# Target sequence (P43220 whole entry, looked up): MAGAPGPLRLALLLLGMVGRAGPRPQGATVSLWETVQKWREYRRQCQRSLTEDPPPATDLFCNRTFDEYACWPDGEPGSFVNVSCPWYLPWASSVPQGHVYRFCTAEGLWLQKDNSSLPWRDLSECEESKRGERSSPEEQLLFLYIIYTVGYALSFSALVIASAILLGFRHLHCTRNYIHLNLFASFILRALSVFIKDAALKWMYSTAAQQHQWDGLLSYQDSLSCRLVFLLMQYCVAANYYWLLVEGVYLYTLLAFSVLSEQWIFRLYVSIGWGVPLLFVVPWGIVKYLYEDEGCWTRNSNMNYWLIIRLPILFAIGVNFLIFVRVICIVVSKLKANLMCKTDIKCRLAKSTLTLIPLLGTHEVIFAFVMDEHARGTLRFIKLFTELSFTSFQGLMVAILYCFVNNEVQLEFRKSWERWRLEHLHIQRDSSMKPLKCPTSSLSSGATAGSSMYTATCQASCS
# HT1080-NT tox: kills 2HG-producing HT-1080-NT fibrosarcoma cells | HT-1080-NT fibrosarcoma viability, CellTiter-Glo ATP luminescence, 48 h | Potency, µM (series often up to 46.1 µM), without a hit: at the highest dose activity, negative = less viability, most hits filed as cytotoxic | actives 1.6% (n = 360,000) | AID 686970;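 note: NT is the 2HG producing partner of a matched IDH1 knockdown line; 0% = DMSO-treated cells and -100% = media-only wells without cells; nearly all actives have a fitted effect of over 55% in size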
#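 A 48-hour cytotoxicity screen used HT-1080-NT cells plated 2 hours before compound delivery. ATP-based CellTiter-Glo luminescence measured viability, normalized to DMSO and no-cell controls.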
# TDP-43 yeast inh: inhibitors of TDP-43 toxicity in yeast; actives 1.8% (n = 410,000); Potency, µM (doses to about 46.1 µM), without a hit: at the top dose growth rescue (activation), usual class: activators; AID 652104; TDP-43 expressing yeast growth rescue, BacTiter-Glo, 24 h; note: % of control where 0% means no effect; nearly all actives have a fitted effect of over 50% in size
#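 Galactose-induced TDP-43 yeast, OD600=0.02, compound pinned; 24 hr, 30 deg C; BacTiter-Glo luminescence for growth. Inhibitors of TDP-43 toxicity read as activators.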
# HT1080 IDH1KD tx: toxicity to HT-1080 IDH1 knockdown cells (counter line) | AID 686971 | Potency, µM (highest dose often 46.1 µM), inactives show at the top dose activity, negative = toxicity, actives largely listed as cytotoxic | HT-1080 IDH1 knockdown viability, ATP luminescence, 48 h | actives 2% (n = 360,000);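 note: 0% = DMSO wells and -100% = cell-free medium wells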
#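 Cytotoxicity counter-line: IDH1KD HT-1080, 48 h, CellTiter-Glo. Curves classed by r2, magnitude and activity.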
# GLP-1R inv ag: acts as inverse agonist at human GLP-1 receptor; P43220; HEK293 GLP-1R CRE-luciferase, luminescence, 24 h; GLP-1R form is constitutively active; Potency, µM (series often up to 38.3 µM), for the others: top-dose activity change, negative = inhibition, most hits filed as inhibitors; actives 1.6% (n = 410,000); AID 624417; note: % is set by controls: 0 for no effect and ±100 for the full control effect; nearly all actives have a fitted effect of over 55% in size
#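 Luminescence readout: a drop in cAMP-driven luciferase signal flags inverse agonism at a constitutively active GLP-1R stably expressed in HEK293. Compound exposure lasted 24 hr at 37 deg C, 5% CO2.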
# HEK293 tox: cytotoxic in the GLP-1 receptor inverse agonist counter-screen; HEK293 cAMP-luciferase reporter cells, luminescence, 24 h; Potency, µM (highest dose often 38.3 µM), without a hit: at the highest dose activity change, negative = inhibition, actives largely listed as inhibitors; actives 0.13% (n = 410,000); AID 624418;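 note: loss of luciferase light is scored as toxicity; % is set by controls: 0 for no effect and ±100 for the full control effect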
#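 To flag toxic compounds, the library was rerun on cells for 24 hr at 37 deg C and 5% CO2. Viability-linked luminescence was captured 12 min after adding luciferase detection reagent.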
# An asterisk follows results filed as active; ? = inconclusive; nt = not tested or not shown; & = joins results of further samples; ! = a repeat was not active; [ ] = remark or other dose. Calls come from the whole dose curve; as a rule, active = well fitted curve in the direction sought with a large enough effect; inconclusive = small, poorly fitted or top-dose-only effect, or another doubt; inactive = no such curve, though single readings can be large; an effect the other way counts as inactive or inconclusive. Potency is the fitted concentration of half-maximal effect.
SMILES,KB-V1 cytotox,KB-3-1 tox,SW480 rerep,GLP-1R agonist,HT1080-NT tox,TDP-43 yeast inh,HT1080 IDH1KD tx,GLP-1R inv ag,HEK293 tox
CC(C)(C)NC(=O)c1ccc(NC(=O)C2COc3ccccc3O2)cc1 (stereo not given),-18%,9%,-6%,-8%,-3%,?,-13%,0%,-6%
O=C(Nc1ccc(Br)cc1)c1ccco1,18%,-1%,8%,-2%,-17%,12%,-6%,7%,10%
COc1cc(NS(=O)(=O)N2CCCC2)cc(OC)c1OC,5%,4%,7%,1%,2%,-10%,27%,5%,-24%
N#CCCN(C(=S)NC(=O)C1CCCCC1)c1ccccc1F,12%,?,-2%,1%,9%,-12%,8%,-30%,-1%
O=C(Nc1ccc(-c2cnco2)cc1)c1ccccc1,0%,-3%,7%,16%,11%,3%,12%,10%,-7%
CSc1ccccc1C(=O)NCC(c1ccco1)N(C)C (stereo not given),5%,-4%,-8%,-1%,7%,9%,13%,11%,2%
CCC(C)N(C(=O)Cn1c(Cl)nc2c1c(=O)n(C)c(=O)n2C)C1CCS(=O)(=O)C1 (stereo not given),nt,nt,3%,-12%,5%,29%,7%,20%,1%
N#Cc1cc(C#N)c(SCC(=O)NCC2CCCO2)nc1N (stereo not given),26%,-4%,0%,8%,4%,4%,9%,13%,11%
O=C(CCc1nnc(-c2ccccc2)o1)c1ccc(Cl)cc1,?,2%,14%,0%,5%,-3%,-5%,4%,-6%
Cc1ccc(C)c(NC(=S)NNC(=O)c2sccc2C)c1,?,1%,0%,-13%,8.9µM*,0%,?,-1%,-16%
COc1ccc(CNC(=O)CN(c2ccc(OC)cc2)S(=O)(=O)c2c(C)[nH]c(=O)[nH]c2=O)cc1,0%&1%,0%&14%,4%,-2%,21%,7%&10%,28%,4%&9%,-4%&-2%
COc1ccc(C)cc1NC(=O)NCCC1=CCCCC1,15%,-19%,-4%,5%,5%,0%,26%,0%,2%
Cc1noc(C)c1CSCC(=O)Nc1ccc(S(C)(=O)=O)cc1,?,-4%,1%,-2%,-4%,21%,14%,-21%,1%
Cc1ccc(NC(=S)Nc2ccc(OC(F)F)c(Cl)c2)cc1F,?,?,-1%,-1%,?,8%,?,?,4%
CCN(CCN(C)C)C(=O)Cn1ncc2c([nH]c3ccc(C)cc32)c1=O,22%,1%,nt,nt,nt,11%,nt,-8%,-8%
CC(=O)Nc1sc(C)c(C)c1C(=O)OCCOc1ccccc1,-21%,0%,25%,28%,-18%,?,-30%,?,?
Cc1c(C(=O)OC(C)C)sc(NC(=O)C2CCCO2)c1C(=O)OC(C)C (stereo not given),?,-1%,15%,3%,19%,-8%,28%,?,5%
O=C(OC(C(=O)NCc1ccccc1)c1ccccc1F)c1ccco1 (stereo not given),9%,-3%,-8%,9%,12%,4%,5%,-8%,2%
CCC(=O)c1c(NC(C)C)cc(C)oc1=O,-24%,20%,-20%,6%,3%,4%[9.22 µM],3%,100%[activator],-4%
CC(Sc1nc2scc(-c3ccccc3)c2c(=O)[nH]1)C(=O)NC(N)=O (stereo not given),11%,9%,-5%,0%,7%,-9%,9%,7%,-1%
COC(=O)c1ccc(CN2CCC(CO)(Cc3ccc(OC)cc3)CC2)cc1,-22%,-5%,-5%,8%,-13%,-2%,-13%,?,-9%
CCS(=O)(=O)N1N=C(c2ccc(NS(C)(=O)=O)cc2)CC1c1ccccc1 (stereo not given),-10%,4%,3%,15%,7%,20%,11%,3%,-4%[1.53 µM]
CC1=[N+](C)c2c(ccc3cccnc23)C1(C)C,?,10µM*,?,3%,?,-13%,?,-12%,-6%
CCNc1nc(Oc2ccccc2)nc(OC(C)C(=O)OCC)n1 (stereo not given),-7%,1%,-10%,13%,-4%,18%,-1%,7%,77%[activator]
CC(C)(C)c1ccc(OCCCC(=O)Nc2ccc(S(N)(=O)=O)cc2)cc1,-1%,3%,?,8%,-1%,9%,8%,1%,-7%

# A second format for part of the listing above:
molecule | KB-V1 cytotox | KB-3-1 tox | SW480 rerep | GLP-1R agonist | HT1080-NT tox | TDP-43 yeast inh | HT1080 IDH1KD tx | GLP-1R inv ag | HEK293 tox
N#Cc1cc(C#N)c(SCC(=O)NCC2CCCO2)nc1N (stereo not given) | 26% | -4% | 0% | 8% | 4% | 4% | 9% | 13% | 11%
O=C(CCc1nnc(-c2ccccc2)o1)c1ccc(Cl)cc1 | ? | 2% | 14% | 0% | 5% | -3% | -5% | 4% | -6%

# Look-ups from above.
# For HEK293 tox, `CCS(=O)(=O)N1N=C(c2ccc(NS(C)(=O)=O)cc2)CC1c1ccccc1` (stereo not given) is listed with -4%[1.53 µM]
# For GLP-1R agonist, `O=C(CCc1nnc(-c2ccccc2)o1)c1ccc(Cl)cc1` is listed with 0%
# For GLP-1R inv ag, `CC1=[N+](C)c2c(ccc3cccnc23)C1(C)C` is listed with -12%
# For TDP-43 yeast inh, `Cc1ccc(NC(=S)Nc2ccc(OC(F)F)c(Cl)c2)cc1F` is listed with 8%
# For HEK293 tox, `Cc1ccc(C)c(NC(=S)NNC(=O)c2sccc2C)c1` is listed with -16%
# For TDP-43 yeast inh, `CCN(CCN(C)C)C(=O)Cn1ncc2c([nH]c3ccc(C)cc32)c1=O` is listed with 11%
# For HT1080 IDH1KD tx, `CCNc1nc(Oc2ccccc2)nc(OC(C)C(=O)OCC)n1` (stereo not given) is listed with -1%

# Back to the main list; the three compounds before the break are reprinted first.
SMILES,KB-V1 cytotox,KB-3-1 tox,SW480 rerep,GLP-1R agonist,HT1080-NT tox,TDP-43 yeast inh,HT1080 IDH1KD tx,GLP-1R inv ag,HEK293 tox
CC1=[N+](C)c2c(ccc3cccnc23)C1(C)C,?,10µM*,?,3%,?,-13%,?,-12%,-6%
CCNc1nc(Oc2ccccc2)nc(OC(C)C(=O)OCC)n1 (stereo not given),-7%,1%,-10%,13%,-4%,18%,-1%,7%,77%[activator]
CC(C)(C)c1ccc(OCCCC(=O)Nc2ccc(S(N)(=O)=O)cc2)cc1,-1%,3%,?,8%,-1%,9%,8%,1%,-7%
CCOC(=O)C1(C)CCCN1C(=O)c1cccc2ccccc12 (stereo not given),-8%,0%,nt,-1%,8%,6%,8%,-11%,6%
CCN(CC(=O)Nc1cc(Cl)ccc1C)C(=O)Cc1ccsc1,13%,-6%,-1%,11%,-1%,?,-3%,-32%,-4%
Cc1cc(C)c(-n2nnnc2SCC(=O)c2cc3ccccc3o2)c(C)c1,?,-5%,-4%,-1%,18%,-7%,0%,-12%,13%
COC(c1ccccc1)c1nnc(CCC(=O)NCc2ccc3ncccc3c2)o1 (stereo not given),4%,5%,7%,0%,14%,-5%,8%,8%,4%
CC(C)(C)c1ccc(NC(=O)CN2C(=O)NC(C)(C3CC3)C2=O)cc1 (stereo not given),6%,-1%,7%,0%,2%,2%,-1%,-39%,2%
CN1CCN(c2ccc(Cl)cc2NC(=O)c2cccc(S(=O)(=O)N(C)C)c2)CC1,-4%,-13%,-1%,6%,?,-13%,14%[9.24 µM],1%,-16%
COc1cccc(COC(=O)c2nn(-c3ccccc3)nc2N)c1,-2%&21%,0%&11%,6%,?,4%,35µM*!,19%,13%&8%,0%&5%
O=C(CCCN1C(=O)/C(=C/c2ccc(F)cc2)SC1=S)Nc1ccc(C(=O)O)cc1,-4%,-10%,nt,-7%,-3%,8%,-1%,-7%,-18%
O=C1Nc2ccccc2C1=NN1CCCCCC1,14%,8%,3%,0%,-1%,8%,10%,-1%,-1%
O=C(/C=C/c1ccc2c(c1)OCO2)c1ccc(F)cc1,-22%,-7%,?,1%,5%,28%,22%,?,2%
Cc1ccc(OCC(=O)NN=C2c3ccccc3-c3ccccc32)cc1,?,?,-8%,-13%,7%,-19%,-4%,24%,4%
Cc1nn(C)c(C)c1NC(=O)Nc1ccc(Cl)c(Cl)c1,-18%,-2%,3%,0%,-5%,20%,-6%,42%[activator][7.66 µM],7%[7.66 µM]
Cc1ccc(Cl)cc1N1CCN(S(=O)(=O)c2ccc3[nH]c(=O)ccc3c2)CC1,-1%,-11%,1%,1%,?,17%,?,13%,?
Cc1cccc(C(=O)NCCCNC(=O)c2cccc(C)c2)c1,-4%,8%,-3%,9%,-3%,7%,3%,-10%,14%
Cc1cccc(NC(=S)NNC(=S)NCc2ccccc2)c1,?,-24%,4%,4%,2%,0%,?,1%,-4%
COCCCNC(=O)C1CCCN(S(=O)(=O)c2ccc(C)cc2)C1 (stereo not given),0%,-3%,2%,-4%,11%,-16%,1%,7%,4%
CN(C)CCCNC(=O)C(=O)NCC1OCCN1S(=O)(=O)c1cc(F)ccc1F (stereo not given),-5%,1%,2%,-4%,0%,7%,-1%,-7%,14%
COc1ccccc1N1CCN(c2ncccc2-c2nc(-c3ccc(Cl)cc3)no2)CC1,12%,13%,nt,nt,nt,9%,nt,3%,1%
CCCCCCn1c(SCC(=O)c2c(N)n(C)c(=O)n(C)c2=O)nc2ccccc21,0%,0%,0%[9.22 µM],-10%,3%,0%,16%,2%,-8%
Cc1nc(CN2CCN(S(=O)(=O)c3c(Cl)cc(Br)cc3Cl)CC2)cs1,?,-5%,-1%,18%,13%,22%,9%,?,5%
CCCc1c(-c2ccc(F)cc2)ncn1Cc1ccccc1OC,?,?,nt,3%,?,26%,?,?,-2%
COC(=O)c1sc(S(=O)(=O)Nc2ccc(C)c(C)c2)c(C(=O)OC)c1C,-19%,-10%,0%,0%,-3%,24%,-6%,?,2%
Cc1ccc(C(=O)N/C(=C\c2sccc2C)C(=O)NCCCN2CCOCC2)cc1,18%,-8%,-8%,4%,4%,0%,13%,3%,-8%
